TEAD-YAP inh = TEAD-YAP interaction inhibition; HEK-TIYL cells, TEAD-Gal4/YAP UAS-luciferase luminescence; inhibition, % at 9.12 µM; actives 1.4% (n = 640,000); AID 1259422; in the data active = inhibition above about 32%;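 note: 0% = median of test compound wells and 100% = reference inhibitor wells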
MITF primary = inhibitors of human MITF; O75030; AlphaScreen MITF homodimerization, bead proximity signal; inhibition, % at 2.6 µM; actives 0.91% (n = 650,000); AID 1259374; in the data active = inhibition above about 50%;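 note: 0% = vehicle wells with protein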
Target sequence (O75030 whole entry, looked up): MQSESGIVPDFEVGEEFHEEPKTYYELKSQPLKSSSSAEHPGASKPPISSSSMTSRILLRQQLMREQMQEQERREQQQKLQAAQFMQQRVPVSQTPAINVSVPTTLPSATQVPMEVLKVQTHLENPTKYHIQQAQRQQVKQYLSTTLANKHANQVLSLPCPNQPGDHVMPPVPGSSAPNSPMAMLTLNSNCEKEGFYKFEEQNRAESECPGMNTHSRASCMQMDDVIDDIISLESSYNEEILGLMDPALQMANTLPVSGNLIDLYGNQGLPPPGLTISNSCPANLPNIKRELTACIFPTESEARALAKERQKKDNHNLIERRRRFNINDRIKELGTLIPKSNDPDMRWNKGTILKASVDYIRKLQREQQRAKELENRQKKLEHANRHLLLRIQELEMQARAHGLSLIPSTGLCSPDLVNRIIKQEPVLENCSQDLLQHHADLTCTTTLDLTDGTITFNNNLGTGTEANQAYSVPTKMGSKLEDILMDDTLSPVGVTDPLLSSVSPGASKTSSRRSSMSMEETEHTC
FBW7 act = activators of human E3 ligase FBW7 | normalized activity (activation), % at 26.1 µM | actives 0.13% (n = 650,000) | Q969H0 | AlphaScreen FBW7–phospho-cyclin E peptide binding, activator screen; in the data active = normalized activity above about 1.9%;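 note: purified mutant Fbw7 with reduced substrate affinity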
GPR151 activ = human GPR151 activation | activation, % at 11.2 µM | PathHunter beta-arrestin GPR151 cells, luminescence | Q8TDV0 | actives 1% (n = 650,000); in the data active = activation above about 4.9%;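 note: 0% = median of compound wells and 100% = cells with positive control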
Target sequence (Q8TDV0 whole entry, looked up): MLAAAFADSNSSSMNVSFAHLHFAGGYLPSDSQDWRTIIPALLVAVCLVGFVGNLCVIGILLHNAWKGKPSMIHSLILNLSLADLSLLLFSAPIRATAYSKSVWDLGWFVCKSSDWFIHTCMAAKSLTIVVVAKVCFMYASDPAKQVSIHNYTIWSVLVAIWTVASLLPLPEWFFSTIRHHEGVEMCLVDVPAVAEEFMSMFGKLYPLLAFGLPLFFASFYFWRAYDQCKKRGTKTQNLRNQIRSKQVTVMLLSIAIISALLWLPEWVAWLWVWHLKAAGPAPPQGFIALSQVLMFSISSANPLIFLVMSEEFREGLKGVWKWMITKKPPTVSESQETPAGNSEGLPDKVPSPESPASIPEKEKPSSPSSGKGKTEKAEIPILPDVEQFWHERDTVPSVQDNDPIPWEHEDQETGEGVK
Numbers without * were called inactive.

Below each compound – TEAD-YAP inh, MITF primary, FBW7 act, GPR151 activ
[1] Nc1ccc(Oc2ncnc3sc4c(c23)CCCC4)cc1
→ -9, -9, -0.2, 2.8
[2] O=C(Nc1ccc(-c2ccc([N+](=O)[O-])cc2)cc1)c1ccccc1O
→ 45*, -2, -0.1, -0.7
[3] CCc1ccc(C2=NN(c3ccccc3)C(c3ccc(OC)cc3)C2)cc1 (stereo unspecified)
→ 1, -17, 0.1, 1.7
[4] O=C(Cn1nnc2ccccc21)N1CCn2cnnc2C1
→ -5, -3, 0.2, -0.2
[5] CC(=O)N1N=C(c2cccc3ccccc23)OC12CCCC2
→ 2, -10, 0.2, 0.5
[6] COc1cccc(CN2C(=O)CN(C3CCCCC3)C(=O)C2c2ccc(OC)c(OC)c2)c1 (stereo unspecified)
→ -5, -4, -0.1, -0.7
[7] CN(C)Cc1c(N)cccc1O
→ -1, -13, 0.1, -1.0
[8] CCn1ccnc1CNC(=O)CC1C(=O)NCCN1C/C=C/c1ccccc1 (stereo unspecified)
→ 3, 1, 0.2, -0.5
[9] Cc1ccc(NC(=O)N2CCOc3ccc(C)cc32)cc1
→ -15, -2, -0.2, 2.9
[10] COc1cc2nc(Cl)nc(N3CCCCC3)c2cc1OC
→ -13, -6, -0.1, 1.2
[11] O=C1OC(c2ccccc2Br)=N/C1=C\c1ccccc1Cl
→ -8, 6, -0.1, -0.6
[12] COc1ccc(-c2csc(C3=C(O)CN(c4cccc(C(=O)O)c4)C3=N)n2)cc1OC
→ 1, 12, 0.4, -1.0
[13] N/C(COc1cccc(C(F)(F)F)c1)=N\O
→ 7, -6, 0.1, -1.0
[14] CCN(CC)S(=O)(=O)c1cccc(-c2nnc(SCCOc3ccccc3)o2)c1
→ -4, 0, 0.1, 0.4
[15] CCOC(=O)C1=C(C)NC2=C(C(=O)CC(C)(C)C2)C1c1cccc(Br)c1 (stereo unspecified)
→ 13, 4, 0.1, -0.1
[16] COc1ccc(NC(=O)C2C3C=CC(C4CC34)C2C(=O)O)cc1 (stereo unspecified)
→ -6, 1, -0.4, 0.8
[17] O=C(N/N=C/c1ccccc1O)c1cc(-c2ccc(Br)cc2)n[nH]1
→ 2, 16, -0.1, 5.5*
[18] COc1cccc(C2C3CN(C(C)=O)CC=C3C(C#N)=C(N)C2(C#N)C#N)c1 (stereo unspecified)
→ 1, 19, 0.5, 0.0
[19] COP(=O)(OC)c1nc(-c2ccco2)oc1NCc1ccc(F)cc1
→ 0, 1, 0.0, 3.0
[20] COc1ccc(C(=O)CC2(O)C(=O)N(Cc3cccc4ccccc34)c3ccccc32)cc1OC (stereo unspecified)
→ 14, 2, -0.1, 0.3

Laid out differently: results already given.
20	COc1ccc(C(=O)CC2(O)C(=O)N(Cc3cccc4ccccc34)c3ccccc32)cc1OC (stereo unspecified)
18	COc1cccc(C2C3CN(C(C)=O)CC=C3C(C#N)=C(N)C2(C#N)C#N)c1 (stereo unspecified)
4	O=C(Cn1nnc2ccccc21)N1CCn2cnnc2C1
11	O=C1OC(c2ccccc2Br)=N/C1=C\c1ccccc1Cl
13	N/C(COc1cccc(C(F)(F)F)c1)=N\O

compound no.,20,18,4,11,13
TEAD-YAP inh,14,1,-5,-8,7
MITF primary,2,19,-3,6,-6
FBW7 act,-0.1,0.5,0.2,-0.1,0.1
GPR151 activ,0.3,0.0,-0.2,-0.6,-1.0

Going on with the list.
Below each compound – TEAD-YAP inh, MITF primary, FBW7 act, GPR151 activ
[21] CC(C)(C)c1nc2ccccc2c2nnc(SCC(=O)Nc3nccs3)n12
→ 6, 0, -0.1, -0.2
[22] N#CC1=C(N)Oc2c3c(c4ccccc4c2C1c1ccc(F)cc1)C(c1ccc(F)cc1)C(C#N)=C(N)O3 (stereo unspecified)
→ 17, 27, 0.3, -0.1
[23] Cc1ccc(O)c(NC(=O)c2ccc(N3C(=O)c4ccc([N+](=O)[O-])cc4C3=O)cc2)c1
→ 55*, -26, 0.1, -0.2
[24] COc1ccc2nc(NC(=O)c3ccc([N+](=O)[O-])s3)sc2c1
→ -3, -5, -0.1, 0.8
[25] Cc1cccc(C(=O)N2c3ccccc3NC(=O)CC2C)c1 (stereo unspecified)
→ 1, -2, -0.1, 0.3
[26] O=C(NCCC1=CCCCC1)c1ccc(Cn2c(=S)[nH]c3ccsc3c2=O)cc1
→ -9, 6, 0.1, -1.3
[27] CCCc1cc(C(=O)Nc2cccc(C(F)(F)F)c2)no1
→ -7, 8, 0.1, 0.0
[28] CCOC(=O)c1c(NC(=O)COc2ccc(C(C)(C)C)cc2)sc2c1CCCC2
→ 4, 1, -0.1, 0.5
[29] Fc1ccc(CNCc2ccco2)cc1
→ 7, 36, 0.0, -0.9
[30] COc1ccc(Nc2oc(-c3ccccc3)nc2C#N)cc1
→ -66, 14, 0.0, -0.4
[31] CCOc1ccc(CCNC(=O)c2cnc(N3CCCC3)nc2)cc1
→ 10, 3, 0.0, -0.3
[32] O=C(NCC(c1ccsc1)N1CCOCC1)NC(c1ccccc1)c1ccccc1 (stereo unspecified)
→ -4, -1, 0.0, -0.6
[33] O=C(CCC(=O)OCC(F)(F)C(F)F)Nc1ccc(Cl)cc1Cl
→ 0, 1, -0.2, -0.7
[34] CCC(Sc1nnc2[nH]c(=O)cc(C)n12)C(=O)OC (stereo unspecified)
→ -4, -1, 0.0, -2.0
[35] Cc1ccc(CNC(=O)Cc2coc3cc(C)ccc23)cc1
→ -4, 3, 0.1, -1.4
[36] CCOC(=O)c1c(C)n(-c2ccccc2)c2ccc(OC(=O)c3ccc(C(=O)c4ccccc4)cc3)cc12
→ -6, -2, 0.1, -0.6
[37] CC(=O)NCCNCc1cc2ccc(Cl)cc2n(CCOc2ccccc2)c1=O
→ -5, -9, 0.1, 1.1
[38] Cc1ccc(-c2nn(CCC#N)cc2C=C2C(=O)NC(=O)NC2=O)o1
→ 14, 16, -0.1, -1.7
[39] CCCCN(Cc1ccccc1)C(=O)c1cc2c(=O)n3cccc(C)c3nc2n1C
→ -6, -16, 1.7, -0.5
[40] Cc1oc(C(=O)Nc2ccccc2Cl)cc1S(=O)(=O)N(C)C
→ -39, 6, 0.8, -0.3
[41] CCc1ccc(NC(=O)c2cnc(SC)nc2C)cc1
→ -9, 3, 0.0, 1.8
[42] COc1ccccc1/C=C/C=N\NC(=O)CSc1nc(C)cc(C)n1
→ 2, 10, 0.1, -1.5
[43] CCN(CC)C(=O)Cn1cnc2sc(C(=O)Nc3ccc(OC)c(OC)c3)c(C)c2c1=O
→ 3, -5, 0.1, -0.3
[44] COc1cc(OC)nc(OC(Cc2cnccn2)c2ccccc2)n1 (stereo unspecified)
→ 2, 10, 0.5, 1.1
[45] O=C(Nc1ccc(Cn2cccn2)cc1)c1cccc(-n2cc(NC(=O)C3CCc4ccccc43)cn2)c1 (stereo unspecified)
→ 2, -10, -0.3, 0.7
[46] O=C(CS(=O)c1ccccc1[N+](=O)[O-])Nc1cccc(C(F)(F)F)c1 (stereo unspecified)
→ -13, 12, -0.1, 0.2
[47] Nc1nonc1-c1nc2ccccc2n1Cc1ccc(Br)cc1
→ -6, 15, 0.1, -0.4
[48] Cc1cccn2c(=O)c3cc(C(=O)N4CCCc5ccccc54)sc3nc12
→ 5, -1, -0.1, 0.9
[49] O=C1N/C(=N\c2ccccn2)SC1Cc1cc(Cl)ccc1Cl (stereo unspecified)
→ 2, 9, -0.3, 0.4
[50] N#C/C=C(/Sc1nc2ccccc2[nH]1)c1ccc([N+](=O)[O-])cc1
→ 2, 1, -0.2, -0.5
[51] CC1CCCN(c2nc3c(c(=O)[nH]2)CCN(Cc2c[nH]c4ccccc24)C3)C1 (stereo unspecified)
→ 7, 10, -0.1, 1.0
[52] Cc1ccc(C2=N/C(=C/c3ccc4c(c3)n(C)c(=O)n4C)C(=O)O2)cc1
→ 2, -4, -0.1, 3.5
[53] CCC(=O)Nc1ccc(NC(=O)COc2ccc(I)cc2)cc1
→ -6, 6, 0.1, -0.3
[54] CC(C)C[C@@H]1NC(=O)[C@H]2CN(C(=O)Oc3ccccc3)CCN2C1=O
→ -1, 10, 1.1, -0.9
[55] CCCCCCC1(C)SC(NC(C)=O)=NN1C(C)=O (stereo unspecified)
→ 5, 14, 0.0, -0.4
[56] CCOC(=O)Nc1ccc(C(=O)NCC2CCCO2)cc1 (stereo unspecified)
→ -2, 8, 0.0, -0.2
[57] CN1C(=O)N(CC(=O)NC2CCCCC2)c2cccnc2N1C
→ 0, -11, 0.1, -0.3
[58] CCOC(=O)c1c(NC(=O)C(=O)/C=C(\O)c2ccc(OC)cc2)sc2c1CCCC2
→ 4, -6, -0.1, -1.2
[59] NS(=O)(=O)c1ccc(NC(=S)Nc2ccc(Cl)cn2)cc1
→ 9, 14, 1.5, 0.0
[60] O=C(CN1Cc2ccccc2C1)NC1(c2ccc(F)cc2)CCCC1
→ -5, 8, 0.1, 0.0
[61] CN1CCN(c2nc3ccc(NC(=O)c4ccc(Cl)s4)cc3s2)CC1
→ -86, -12, 0.1, -1.5
[62] O=C(COC(=O)CNC(=O)c1ccc(Cl)cc1)Nc1ccc(F)cc1[N+](=O)[O-]
→ 1, -28, 0.1, -0.3
[63] COc1cccc(NNC(=O)C(O)(c2ccc(Cl)cc2)c2ccc(Cl)cc2)c1
→ -9, -4, -0.1, 1.3
[64] Cc1ccc2onc(CC(=O)Nc3cccc(C)n3)c2c1
→ -22, -5, -0.1, 2.5
[65] CCOC(=O)c1ccc(S(N)(=O)=O)o1
→ 0, 7, 0.1, 2.3
[66] O=C(Nc1ccc(N2C(=O)CCC2=O)c(Cl)c1)c1ccc2ccccc2c1O
→ 1, 7, 0.1, 1.5
[67] COc1ccccc1NC(=S)N(Cc1ccc(F)cc1)C1CCCCC1
→ 1, -12, -0.1, -1.2
[68] COCCNC(=O)N1CCN(c2nc3ccc(F)cc3s2)CC1
→ -5, 9, 0.1, 4.1
[69] CC(C)C(NC(=O)c1ccccc1)C(C)C
→ 6, -7, 0.2, 0.7
[70] O=C(NCCOc1ccc(F)cc1)c1ccccc1C(=O)c1ccccc1
→ -15, 10, 0.2, 0.0
[71] CN(C)S(=O)(=O)c1ccc2oc3nnc(SCc4ccccc4)n3c2c1
→ -55, 14, 0.2, -2.3
[72] CCC(=O)NC(=S)Nc1cc(Cl)ccc1N1CCN(C(=O)CC)CC1
→ -9, 21, 0.1, -1.4
[73] CC(O)C#CCN1CCN(c2ccc([N+](=O)[O-])cc2)CC1 (stereo unspecified)
→ 5, 4, -0.4, 1.0
[74] CCOC(=O)C(NC(=O)c1ccc(OC)cc1)(Nc1ccc(OC)cc1)C(F)(F)F (stereo unspecified)
→ -4, -4, -0.1, -1.2
[75] CC(C)(C)C1CCC(=NNC(=S)Nc2cccnc2)CC1 (stereo unspecified)
→ -6, 3, -0.1, -0.9
[76] CCN(CCCNc1ccc(C(=O)Nc2ccc(C)c(F)c2)cc1[N+](=O)[O-])c1cccc(C)c1
→ 6, -2, 0.2, 0.7
[77] C1=C(c2ccc(-c3ccccc3)cc2)N2CCN=C2S1
→ 6, 19, 0.2, 0.2
[78] CCC(C(=O)Nc1cc(-c2cn3cccnc3n2)ccc1OC)c1ccccc1 (stereo unspecified)
→ 10, 12, 0.1, 0.2
[79] COc1cccc(NCCn2c(C)cn3c4c(=O)n(C)c(=O)n(C)c4nc23)c1
→ 10, -1, -0.1, 0.3
[80] CCN(CC)C(=O)C1CCCN(c2nc(NCCOc3ccccc3)c3[nH]cnc3n2)C1 (stereo unspecified)
→ 3, -2, 0.1, 0.8

Next section:
Below each compound – TEAD-YAP inh, MITF primary, FBW7 act, GPR151 activ
[81] COc1ccc(CNC(=O)c2nnn(Cc3ccc(OC)cc3)c2N)cc1
→ -10, -4, 0.0, -0.2
[82] CC(=O)N1CCN(C(=O)c2ncoc2-c2ccc3ccccc3c2)CC1
→ -3, 14, 0.0, -1.2
[83] Cc1[nH]c2ccccc2c1CCNC(=O)COc1ccc(F)cc1F
→ 8, 21, 0.1, -0.9
[84] COc1ccc(C)cc1NC(=O)c1nn(C)c(C(=O)Nc2cc(C)ccc2OC)c1[N+](=O)[O-]
→ -2, -3, -0.1, 0.1
[85] N#CC1=C(N)N2C(=C(C#N)C1c1c(F)cccc1Cl)Sc1ccccc12 (stereo unspecified)
→ -13, -15, -0.1, 2.1
[86] CCOCCCNCC(=O)Nc1nnc(C)s1
→ -4, -12, -0.2, -0.4
[87] CCOc1ccccc1-n1c(=S)sc2c(=O)n(-c3ccc(F)cc3)c(SCC(=O)N3CCCC3)nc21
→ 5, -7, 0.1, -0.4
[88] CC(C)(C)C(=O)Nc1cc(S(=O)(=O)Nc2ccc(Cl)cc2)ccc1O
→ 4, 18, 0.6, -1.7
[89] Cc1nc2sc(C(c3cccs3)N3CCOCC3)c(O)n2n1 (stereo unspecified)
→ 1, 2, 0.2, -0.9
[90] CCc1ccc(C(=O)N/N=C/c2cc([N+](=O)[O-])ccc2O)nc1
→ -6, 43, -1.7, 0.3
[91] O=C(O)/C=C/C(=O)Nc1ccc([N+](=O)[O-])cc1Cl
→ 0, 17, 0.0, -0.7

Single records (already shown). Screens in order: TEAD-YAP inh, MITF primary, FBW7 act, GPR151 activ
N#CC1=C(N)N2C(=C(C#N)C1c1c(F)cccc1Cl)Sc1ccccc12 (stereo unspecified) is listed with -13, -15, -0.1, 2.1
CCOc1ccccc1-n1c(=S)sc2c(=O)n(-c3ccc(F)cc3)c(SCC(=O)N3CCCC3)nc21 is listed with 5, -7, 0.1, -0.4
COc1ccc(CNC(=O)c2nnn(Cc3ccc(OC)cc3)c2N)cc1 is listed with -10, -4, 0.0, -0.2
